M4 PAM: CHRM4 positive allosteric modulation; activation, % at 3 µM; P08173; 360,000 tested, 0.4% active; CHO-K1 hM4/Gqi5, Fluo-8 calcium fluorescence, ACh EC20; 0% = ACh EC20, 100% = maximal ACh;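 active means activation above its plate's cutoff, the mean activation of sample wells plus 3 SD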; further: some results filed as inactive read as strong as hits
IDE inh: cellular human IDE inhibition. P14735. HEK cells, FAbetaB cleavage, fluorescence polarization. inhibition, % at 5.59 µM. 320,000 tested, 0.41% active. AID 434962;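 active means percent inhibition above the average of all tested compounds plus 3 SD, set per screening campaign, cut at about 16% in these data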;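 further: IDE supplied by intact live HEK cells; FP after avidin binding of uncleaved biotin substrate so inhibition keeps polarization high; 0% = DMSO wells and 100% = 60 µM reference IDE inhibitor Ii1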
MEKK3 PB1 HTS: modulators (inhibitors or enhancers) of MEK5 binding to human MEKK3 PB1 domain; Q99759; bead-based flow cytometry, Alexa488-MEK5 binding to MEKK3; actives lie on both sides; 0 = blocked by unlabeled MEK5, 100 = vehicle; binding response (% of control), % at 10 µM; AID 1529; 290,000 tested, 1.4% active;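 active means binding response more than 3 SD above or below the average of its plate-row segment, actives on both sides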;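 further: Alexa488 bead fluorescence after subtracting the streptavidin-only scavenger bead signal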
PHOSPHO1 inh: blocks human PHOSPHO1 phosphatase activity. Q8TCT1. recombinant PHOSPHO1, absorbance phosphatase assay. inhibition, % at 13.3 µM. 290,000 tested, 1.1% active. AID 1565; in the data active means inhibition above about 60%
pCIP destab: p/CIP protein destabilization. Q05BA5. F442A p/CIP-EGFP cells, EGFP fluorescence, 16 h. decrease of EGFP signal, % at 10 µM. 290,000 tested, 0.01% active;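 active means EGFP signal decrease of at least 30% at 10 µM or well 3 SD below plate mean, unless failing retest; inactive means the rest, including hits failing retest or dose response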; further: some compounds called inactive have numbers as strong as hits; many of its hits are not listed in these tables
Target sequence (Q05BA5 1-1403): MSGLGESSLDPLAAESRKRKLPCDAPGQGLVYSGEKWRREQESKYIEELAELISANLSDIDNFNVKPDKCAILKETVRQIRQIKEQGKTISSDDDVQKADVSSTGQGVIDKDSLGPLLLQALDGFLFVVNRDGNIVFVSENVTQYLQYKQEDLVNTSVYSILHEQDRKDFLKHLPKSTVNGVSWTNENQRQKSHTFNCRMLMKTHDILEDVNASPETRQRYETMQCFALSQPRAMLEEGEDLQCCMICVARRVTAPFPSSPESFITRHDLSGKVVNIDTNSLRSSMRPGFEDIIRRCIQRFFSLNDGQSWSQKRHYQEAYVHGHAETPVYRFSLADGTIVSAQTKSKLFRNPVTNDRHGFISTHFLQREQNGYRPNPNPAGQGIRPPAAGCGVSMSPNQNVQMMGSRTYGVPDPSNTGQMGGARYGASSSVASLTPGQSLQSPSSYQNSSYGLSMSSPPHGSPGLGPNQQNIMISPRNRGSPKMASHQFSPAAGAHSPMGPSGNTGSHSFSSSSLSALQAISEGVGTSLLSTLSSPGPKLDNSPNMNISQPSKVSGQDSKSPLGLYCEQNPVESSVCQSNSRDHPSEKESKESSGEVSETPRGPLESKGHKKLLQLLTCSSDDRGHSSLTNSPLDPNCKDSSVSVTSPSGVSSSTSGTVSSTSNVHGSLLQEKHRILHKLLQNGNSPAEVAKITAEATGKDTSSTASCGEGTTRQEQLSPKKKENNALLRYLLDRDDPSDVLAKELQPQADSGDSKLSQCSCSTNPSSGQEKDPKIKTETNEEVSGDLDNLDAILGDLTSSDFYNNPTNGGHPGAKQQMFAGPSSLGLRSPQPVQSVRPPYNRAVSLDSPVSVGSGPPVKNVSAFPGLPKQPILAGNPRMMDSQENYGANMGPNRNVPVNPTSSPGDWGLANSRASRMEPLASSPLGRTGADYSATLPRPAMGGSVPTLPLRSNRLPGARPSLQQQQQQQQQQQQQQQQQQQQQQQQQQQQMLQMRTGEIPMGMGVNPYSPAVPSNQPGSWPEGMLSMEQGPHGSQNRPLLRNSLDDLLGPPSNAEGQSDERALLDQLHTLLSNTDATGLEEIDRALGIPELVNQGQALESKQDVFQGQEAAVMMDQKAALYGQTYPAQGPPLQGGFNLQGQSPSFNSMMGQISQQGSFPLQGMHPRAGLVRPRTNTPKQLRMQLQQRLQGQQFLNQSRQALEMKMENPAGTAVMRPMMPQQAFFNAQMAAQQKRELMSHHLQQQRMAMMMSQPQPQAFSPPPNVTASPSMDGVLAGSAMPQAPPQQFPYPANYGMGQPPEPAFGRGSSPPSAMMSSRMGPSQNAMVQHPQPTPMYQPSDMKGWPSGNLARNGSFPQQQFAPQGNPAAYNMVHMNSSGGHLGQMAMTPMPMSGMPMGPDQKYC
CRFBP-R2 block: blocks CRF-induced signaling of the CRF-BP/CRF-R2 complex | HEK293 CRF-R2/CRF-BP, CRF-induced calcium fluorescence | inhibition, % at 11.8 µM | 350,000 tested, 0.59% active | AID 588475;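 active means inhibition of the ligand-induced calcium signal above about 50% at the single tested concentration, limit read from the data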
GalR3 antagonist: antagonists of human GalR3. O60755. HEK293 GalR3-CNG cAMP membrane potential fluorescence; galR3 body fused to GalR1 C-terminus. inhibition, % at 3 µM. 360,000 tested, 0.44% active. AID 651719;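 active means inhibition above the screen-wide average plus 3 SD, cut at about 13% in these data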;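 further: forskolin and galanin both at EC90 stimulate the cells; cAMP rise reported by CNG channel membrane potential dye signal; 0% = forskolin plus galanin with DMSO and 100% = forskolin alone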
CRFBP-R2 agonist: CRF-BP/CRF-R2 complex agonism. HEK293 CRF-R2/CRF-BP, calcium dye fluorescence (FLIPR); percent of saturating CRF peptide response. activation, % at 13.2 µM. 350,000 tested, 0.46% active;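 active means activation of at least 50%, plus an integration ratio under a set limit after plate pattern correction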;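 further: plate controls were neutral control wells without compound for no effect and CRF at EC100 for full effect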
IDE cell activ: activators of human insulin-degrading enzyme in cells | activation, % at 5.96 µM | AID 493087 | P14735 | HEK cells, FAbeta-B cleavage, fluorescence polarization; 0% vehicle, 100% cell-free pure enzyme wells | 340,000 tested, 0.073% active;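 active means activation above the mean of all tested compounds plus 3 SD, set per screening campaign, cut at about 17% in these data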
Starred values were filed as active, the others as inactive.

Preview (two entries):
Cc1ccc(-c2ccccc2C2=CC(=O)CC(C)(C)C2=O)cc1 was read as M4 PAM 15, CRFBP-R2 block -1, GalR3 antagonist -3 and CRFBP-R2 agonist 7.3.
`CC(C)N(C)S(=O)(=O)c1ccc(NC(=O)C2=COCCO2)cc1` gave M4 PAM 2, IDE inh 2, CRFBP-R2 block -3, GalR3 antagonist -4, CRFBP-R2 agonist 0.2 and IDE cell activ 5.

This part in full, previewed entries included:
Cc1ccc(-c2ccccc2C2=CC(=O)CC(C)(C)C2=O)cc1 was read as M4 PAM 15, CRFBP-R2 block -1, GalR3 antagonist -3 and CRFBP-R2 agonist 7.3.
`CC(C)N(C)S(=O)(=O)c1ccc(NC(=O)C2=COCCO2)cc1` gave M4 PAM 2, IDE inh 2, CRFBP-R2 block -3, GalR3 antagonist -4, CRFBP-R2 agonist 0.2 and IDE cell activ 5.
For O=C(COc1ccc(S(=O)(=O)NC2CCCCC2)cc1Cl)NCC1CCCO1 (stereo unspecified) the results were M4 PAM 5, IDE inh 2, MEKK3 PB1 HTS 83, PHOSPHO1 inh 4, pCIP destab -3, CRFBP-R2 block -4, GalR3 antagonist 2, CRFBP-R2 agonist 1.7 and IDE cell activ 3.
`O=C(CCNC(=O)c1ccccc1)Nc1cccnc1` gave M4 PAM 12, IDE inh -1, MEKK3 PB1 HTS 105, PHOSPHO1 inh 22, pCIP destab 9, CRFBP-R2 block -3, GalR3 antagonist -2, CRFBP-R2 agonist 0.9 and IDE cell activ 3.
For CN(C)CCNc1ccc2nnn3c4ccc(O)cc4c(=O)c1c23 the results were M4 PAM -3, CRFBP-R2 block 11, GalR3 antagonist -4, CRFBP-R2 agonist 2.1 and IDE cell activ 5.
For COC(=O)c1ccc(CSc2nnc(CS(=O)Cc3ccc(Br)cc3)n2-c2ccccc2)cc1 (stereo unspecified) the results were M4 PAM -13, IDE inh 3, MEKK3 PB1 HTS 80, PHOSPHO1 inh 2, pCIP destab -2, CRFBP-R2 block -19, GalR3 antagonist -7, CRFBP-R2 agonist 0.3 and IDE cell activ -5.
`S=c1[nH]ncn1/N=C/c1cccc(Oc2ccccc2)c1` gave M4 PAM -1, IDE inh 2, MEKK3 PB1 HTS 107, PHOSPHO1 inh 97*, pCIP destab -6, CRFBP-R2 block -6, GalR3 antagonist -2, CRFBP-R2 agonist -1.6 and IDE cell activ -3.
For CC(=O)Nc1ccc(NC(=O)[C@@H](NC(=O)c2cccc(C)c2)C(C)C)cc1 the results were M4 PAM 1, IDE inh 0, MEKK3 PB1 HTS 98, PHOSPHO1 inh 42, pCIP destab 6, CRFBP-R2 block 4, GalR3 antagonist -6, CRFBP-R2 agonist -0.7 and IDE cell activ 5.
For Cc1onc(-c2c(F)cccc2Cl)c1C(=O)OCc1nnc(-c2ccccc2)o1 the results were M4 PAM -1, IDE inh -1, CRFBP-R2 block 9, GalR3 antagonist -4, CRFBP-R2 agonist -0.6 and IDE cell activ 7.
Screening Cc1cc(C)c(NC(=O)COC(=O)c2cc([N+](=O)[O-])ccc2N2CCOCC2)c(C)c1 returned M4 PAM 1, IDE inh -6, MEKK3 PB1 HTS 106, PHOSPHO1 inh 37, pCIP destab -6, CRFBP-R2 block -4, GalR3 antagonist -4, CRFBP-R2 agonist -3.0 and IDE cell activ 6.
NC(=O)C1C2CCC(C2)C1C(N)=O (stereo unspecified) was read as M4 PAM 1, CRFBP-R2 block -13, GalR3 antagonist 4, CRFBP-R2 agonist 7.3 and IDE cell activ 1.
`Cc1cccc(C)c1NC(=O)c1cnccn1` gave M4 PAM 6, IDE inh 8, MEKK3 PB1 HTS 94, pCIP destab -8, CRFBP-R2 block 6, GalR3 antagonist 2, CRFBP-R2 agonist 0.6 and IDE cell activ 6.
For Nc1nnc(CC(=O)N2CCCCC2)s1 the results were M4 PAM 8, IDE inh 2, MEKK3 PB1 HTS 105, PHOSPHO1 inh -3, pCIP destab -7, CRFBP-R2 block -5, GalR3 antagonist -4, CRFBP-R2 agonist 1.9 and IDE cell activ 4.
For COc1cc(NS(=O)(=O)c2ccc(N/C=C(\C#N)c3nc4cc(Cl)ccc4o3)cc2)nc(OC)n1 the results were M4 PAM 13, IDE inh -3, MEKK3 PB1 HTS 84, PHOSPHO1 inh 12, pCIP destab -24, CRFBP-R2 block -1, GalR3 antagonist -4, CRFBP-R2 agonist -0.3 and IDE cell activ -5.
O=C(Cn1nc(-c2ccccc2)c2ccccc2c1=O)NCCO was read as M4 PAM 0, IDE inh -1, MEKK3 PB1 HTS 109, PHOSPHO1 inh 16, pCIP destab -11, CRFBP-R2 block -1, GalR3 antagonist -10, CRFBP-R2 agonist -0.7 and IDE cell activ 4.
Screening O=C(NC1CCCC1)C(c1ccccc1)N(Cc1cccnc1)C(=O)Cc1cccs1 (stereo unspecified) returned M4 PAM -24, IDE inh -3, MEKK3 PB1 HTS 98, PHOSPHO1 inh 18, pCIP destab 0, CRFBP-R2 block 25, GalR3 antagonist 2, CRFBP-R2 agonist -3.0 and IDE cell activ -2.
`COc1ccc(C)cc1NC(=O)CSc1nnc(-c2ccco2)n1Cc1ccco1` gave M4 PAM 13, IDE inh 6, MEKK3 PB1 HTS 98, PHOSPHO1 inh 19, pCIP destab -4, CRFBP-R2 block 47, GalR3 antagonist -4, CRFBP-R2 agonist -5.7 and IDE cell activ 2.
`CS(=O)(=O)N(CC(=O)Nc1c(F)cccc1F)c1ccc(C23CC4CC(CC(C4)C2)C3)cc1` gave M4 PAM -2, IDE inh 4, MEKK3 PB1 HTS 99, PHOSPHO1 inh 14, pCIP destab -4, CRFBP-R2 block -3, GalR3 antagonist 2, CRFBP-R2 agonist 9.4 and IDE cell activ 8.
For COc1cc(O)cc2c1[C@@H]1Oc3c(ccc(O)c3CC=C(C)C)[C@@H]1CO2 the results were M4 PAM 6, IDE inh -5, MEKK3 PB1 HTS 109, CRFBP-R2 block -2, GalR3 antagonist 3, CRFBP-R2 agonist -1.9 and IDE cell activ 9.
For Cc1c(CCOC(=O)c2ccc([N+](=O)[O-])cc2)sc[n+]1CC(=O)c1ccccc1 the results were M4 PAM -4, IDE inh -3, MEKK3 PB1 HTS 104, PHOSPHO1 inh 4, pCIP destab 16, CRFBP-R2 block 13, GalR3 antagonist -6, CRFBP-R2 agonist 1.5 and IDE cell activ 1.
COc1ccc(-c2cc(-c3ccco3)[nH]c(=O)c2C#N)cc1OC was read as M4 PAM 7, IDE inh 4, MEKK3 PB1 HTS 93, PHOSPHO1 inh 10, pCIP destab -24, CRFBP-R2 block 3, GalR3 antagonist -5, CRFBP-R2 agonist -0.5 and IDE cell activ 3.
`NC(=O)c1ccccc1OCC(=O)O` gave M4 PAM 10, IDE inh 6, MEKK3 PB1 HTS 100, PHOSPHO1 inh 12, pCIP destab -5, CRFBP-R2 block 2, GalR3 antagonist 0, CRFBP-R2 agonist 0.2 and IDE cell activ 6.
Screening O=C(Nc1ncc(Cc2ccc(SC(F)F)cc2)s1)c1ccccc1 returned M4 PAM -1, IDE inh 0, PHOSPHO1 inh 9, pCIP destab -9, CRFBP-R2 block -52, GalR3 antagonist -4, CRFBP-R2 agonist 4.6 and IDE cell activ -1.
Screening OCCNc1nc(Nc2ccccc2Oc2ccccc2)nc(N2CCCC2)n1 returned M4 PAM 4, IDE inh -1, MEKK3 PB1 HTS 106, CRFBP-R2 block -2, GalR3 antagonist 1, CRFBP-R2 agonist -1.1 and IDE cell activ -1.
CCC(C)[C@H](NC(=O)CCn1nnc2ccccc2c1=O)C(=O)O (stereo partly specified) was read as M4 PAM -6, IDE inh 0, MEKK3 PB1 HTS 96, PHOSPHO1 inh -11, pCIP destab -9, CRFBP-R2 block -19, GalR3 antagonist -1, CRFBP-R2 agonist -1.5 and IDE cell activ -2.
Screening Cc1nn(CC(=O)N(C)Cc2ccc(F)cc2)c(C)c1[N+](=O)[O-] returned M4 PAM -1, IDE inh 6, MEKK3 PB1 HTS 113, PHOSPHO1 inh 26, pCIP destab -24, CRFBP-R2 block -8, GalR3 antagonist -3, CRFBP-R2 agonist -0.7 and IDE cell activ 5.
CCOc1ccccc1CN1CCCC(CNS(=O)(=O)c2ccc(OC)cc2)C1 (stereo unspecified) was read as M4 PAM -14, IDE inh 0, MEKK3 PB1 HTS 98, PHOSPHO1 inh 6, pCIP destab 8, CRFBP-R2 block -20, GalR3 antagonist 0, CRFBP-R2 agonist 1.4 and IDE cell activ 1.
CCOCCCn1c(=S)[nH]c2cc(C(=O)NCC(OC)OC)ccc2c1=O was read as M4 PAM -15, IDE inh 5, MEKK3 PB1 HTS 98, PHOSPHO1 inh -19, pCIP destab 4, CRFBP-R2 block 3, GalR3 antagonist -2, CRFBP-R2 agonist 1.1 and IDE cell activ 0.
For O=C(Cn1ncc(Cl)c(Cl)c1=O)N1CCN(Cc2ccccc2)CC1 the results were M4 PAM -6, MEKK3 PB1 HTS 90, PHOSPHO1 inh 2, pCIP destab -8, CRFBP-R2 block 3, GalR3 antagonist -6, CRFBP-R2 agonist -1.7 and IDE cell activ 3.
For Cc1noc(C)c1NC(=O)Nc1cccc2c1O[C@H](CN(C)C(=O)Nc1ccc(C(F)(F)F)cc1)[C@@H](C)CN([C@H](C)CO)C2=O the results were M4 PAM 5, IDE inh -2, CRFBP-R2 block 6, GalR3 antagonist -4, CRFBP-R2 agonist 0.5 and IDE cell activ 0.
For Cc1noc(C)c1NC(=O)N(C)C[C@H]1OCc2cnnn2CCCC(=O)N([C@@H](C)CO)C[C@H]1C the results were M4 PAM 3, CRFBP-R2 block -17, GalR3 antagonist -1 and CRFBP-R2 agonist 1.2.
For O=C(NC(=S)N1CCN(c2ccccc2)CC1)c1ccc(S(=O)(=O)N2CCOCC2)cc1 the results were M4 PAM 4, IDE inh 1, MEKK3 PB1 HTS 105, PHOSPHO1 inh -65, pCIP destab -11, CRFBP-R2 block 7, GalR3 antagonist -5, CRFBP-R2 agonist 0.2 and IDE cell activ -2.
`COC(=O)c1ccccc1NC(=O)CSc1nc2ccccc2c(=O)[nH]1` gave M4 PAM 3, IDE inh 4, MEKK3 PB1 HTS 100, PHOSPHO1 inh -2, pCIP destab -2, CRFBP-R2 block 11, GalR3 antagonist 0, CRFBP-R2 agonist -0.1 and IDE cell activ -4.
Screening Cc1ccc(S(=O)(=O)N2CCC(C(N)=O)CC2)c(C)c1C returned M4 PAM -2, IDE inh 1, MEKK3 PB1 HTS 92, PHOSPHO1 inh -31, pCIP destab -9, CRFBP-R2 block 4, GalR3 antagonist 1, CRFBP-R2 agonist 3.9 and IDE cell activ 1.
CCOc1ccc(C(=O)NCC(=O)OCc2csc(-c3ccccc3)n2)cc1 was read as M4 PAM -2, IDE inh 4, MEKK3 PB1 HTS 101, PHOSPHO1 inh -23, pCIP destab -9, CRFBP-R2 block -37, GalR3 antagonist -7, CRFBP-R2 agonist -2.6 and IDE cell activ 2.
CCOC(=O)c1c(C)[nH]c(C)c1S(=O)(=O)NCc1ccccc1C was read as M4 PAM 3, IDE inh -2, MEKK3 PB1 HTS 102, PHOSPHO1 inh 38, pCIP destab 12, CRFBP-R2 block -4, GalR3 antagonist -1, CRFBP-R2 agonist -1.8 and IDE cell activ 0.
Screening Cc1cccc(NC(=O)CSc2nc3nc(C)cc(C)c3c(=O)[nH]2)c1 returned M4 PAM 5, IDE inh -3, MEKK3 PB1 HTS 93, PHOSPHO1 inh 16, pCIP destab 1, CRFBP-R2 block -23, GalR3 antagonist -4, CRFBP-R2 agonist 1.1 and IDE cell activ 1.
`Cc1cc(/C=N/n2cnnc2)c(C)n1-c1ccc(Cl)cc1Cl` gave M4 PAM -11, IDE inh 5, MEKK3 PB1 HTS 92, PHOSPHO1 inh 10, pCIP destab -24, CRFBP-R2 block -41, GalR3 antagonist -9, CRFBP-R2 agonist -1.6 and IDE cell activ -2.

Assay outcomes (PubChem BioAssay)
